# Screening results deposited in PubChem by several laboratories.
# Salmonella PhoP GFP – PhoP-dependent GFP reporter repression – Salmonella Typhimurium, primary screen (AID 1863); S. Typhimurium PhoP-regulated promoter GFP reporter, 4 h; higher % means a stronger effect; one-dose inhibition, % at 50 µM; IC50 in µM for titrated hits; 0.16% of 300,000 active;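 active means inhibition over 29.93%, a cutoff 3 SD above the screen mean, later confirmed by dose response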;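 further: 0% = low Mg2+ inducing control and 100% = high Mg2+ repressing control; strong numbers were not always called active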
# Dengue-2 NS5 capping – Dengue-2 NS5 methyltransferase inhibitors, primary screen, biochemical, confirmation dose response (AID 588689); Dengue-2 NS5 methyltransferase capping enzyme assay, biochemical; higher % means a stronger effect; inhibition, % at 25 µM; hits with a dose series show IC50 in µM; 0.3% of 340,000 active; in the data active means a potency from the dose series
# HIV fusion peptide – inhibitors of HIV fusion peptide binding, primary screen, biochemical, uHTS, fluorescence dequenching (AID 1986); inhibition, % at 20 µM; hits with a dose series show IC50 in µM; cell-free peptide binding, fluorescence dequenching, 30 min; higher % means a stronger effect; 0.3% of 290,000 active; in the data active means inhibition mostly above about 52%, no sharp cut-off; inactive means mostly below about 76%; further: some results filed as inactive read as strong as hits
# GPR55 antagonists – inhibition of LPI-stimulated GPR55 beta-arrestin translocation – imaging, U2OS, beta-arrestin-GFP, LPI agonist, primary screen (AID 2013); U2OS GPR55 beta-arrestin-GFP translocation imaging, LPI antagonism; higher % means a stronger effect; inhibition, % at 10 µM, or IC50 in µM where a hit was titrated; 0.13% of 290,000 active;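 active means spots per cell inhibited over 60%, with over 100 cells counted and total cytoplasm intensity under 500,000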;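 further: U2OS cells stably carrying GPR55 and arrestin-GFP stimulated by 5 µM LPI near EC80; imaged beta-arrestin-GFP aggregate spots per cell after agonist stimulation; plate controls were LPI-stimulated DMSO wells for no effect and DMSO wells without LPI for full effect; some results filed as inactive read as strong as hits; confirmed hits need IC50 under 10 µM and bright autofluorescent wells are also inconclusive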
# Large T inhibition – SV40 large T antigen inhibitors, biochemical (AID 1903) | SV40 large T antigen ATPase/helicase inhibition assay; higher % means a stronger effect | one-dose inhibition, % at 20 µM; IC50 in µM for titrated hits | 0.39% of 310,000 active; in the data active means a potency from the dose series; further: strong numbers were not always called active
# UTI89 phage lysis – inhibition of K1F phage lysis, E. coli UTI89, bacterial capsule biogenesis inhibitors, alamar blue (AID 488966). 0.02% of 340,000 active. inhibition, % at 100 µM; hits with a dose series show IC50 in µM. E. coli UTI89 K1F phage lysis, alamar blue, 2 h; higher % means a stronger effect;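 active means phage lysis inhibition, versus mean bacterial control, above a set limit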;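 further: capsule biogenesis inhibitors block K1F phage lysis so surviving cells raise fluorescence; higher fluorescence means more inhibition of phage lysis; actives were called in the ten point dose series up to 300 µM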
# Rac1 GTP hydrolysis – MgcRacGAP GTPase-activating activity inhibitors, confirmation, biochemical, ADP Hunter fluorescence; 0.6% of 340,000 active; MgcRacGAP-stimulated Rac1 GTP hydrolysis, ADP Hunter fluorescence; higher % means a stronger effect; GST-tagged Rac1 F28L mutant substrate; AID 624330; one-dose inhibition, % at 30 µM; IC50 in µM for titrated hits;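 active means first-screen hits whose inhibition reached a set limit at any dose in the follow-up dose series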;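 further: fluorescence reports GDP produced by GAP-driven GTP hydrolysis; strong numbers were not always called active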
# RSV CPE inhibition – inhibition of RSV-induced cytopathic effect – HEp-2 cells, primary 10 µM value included (AID 2391). HEp-2 cells, RSV-induced CPE inhibition; higher % means a stronger effect. CPE inhibition, % at 10 µM; hits with a dose series show IC50 in µM. 0.13% of 310,000 active; in the data active means a potency from the dose series; further: strong numbers were not always called active
# GPR35 arrestin U2OS – inhibition of zaprinast-stimulated GPR35 beta-arrestin translocation – imaging, U2OS, beta-arrestin-GFP, zaprinast agonist, primary screen (AID 2058) | inhibition, % at 10 µM; hits with a dose series show IC50 in µM | U2OS GPR35 beta-arrestin-GFP translocation imaging, zaprinast antagonism; higher % means a stronger effect | 0.052% of 290,000 active;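 active means inhibition of at least 50% with at least 30 cells and total cytoplasm GFP at most 10,000,000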
# Dengue-2 NS5 capping pilot replicate – recorded beside Dengue-2 NS5 capping, whose call it bears; inhibition, %; measured here: pilot screen replicate inhibition
# * hit, by the source's call; / = not tested or not shown; [ ] = dose if it differs, or a comment. No enrichment for hits; overall some 1.5% were active at least once.
SMILES,Salmonella PhoP GFP,Dengue-2 NS5 capping,HIV fusion peptide,GPR55 antagonists,Large T inhibition,UTI89 phage lysis,Rac1 GTP hydrolysis,RSV CPE inhibition,GPR35 arrestin U2OS,others
CCOc1ccccc1C(=O)N[C@H](C(=O)Nc1ccc(OC)c(S(=O)(=O)N2CCOCC2)c1)C(C)C,-12%,-4%,-0.4%,0%,3%,-0.1%,4%,-0.6%,-4%,
COC(=O)c1ccccc1NC(=O)COC(=O)c1ccco1,-2%,-7%,-1.8%,14%,3%,1.6%,7%,1.2%,16%,
Cc1cc2ccccc2c(=O)n1CC(=O)N1CCN(c2cccc(Cl)c2)CC1,-13%,-1%,0.4%,-18%,1%,3.7%,5%,1.2%,-6%,
O=C(Nc1ccccc1)c1oc2ccccc2c1NC(=O)C1CC1,0%,-10%,2.5%,9%,8%,0.0%,7%,0.7%,-2%,
COc1ccc(-c2csc3ncn(-c4ccccc4)c(=O)c23)cc1OC,-2%,5%,-1.7%,17%,-1%,0.1%,2%,1.0%,12%,
CCc1ccccc1NC(=O)Nn1cnnc1,3%,2%,0.7%,14%,13%,0.0%,5%,2.6%,-7%,
COc1ccc(C(=O)O)cc1N1C(=O)Nc2ccccc2N1O,-6%,-6%,-1.0%,9%,14%,0.1%,2%,0.4%,2%,
CCOc1ccccc1CN1CCN(CCCc2ccccc2)CC1CCO (centres undefined),4%,-2%,-1.6%,2%,5%,0.2%,10%,1.0%,15%,
CCN(CC)c1ccc(NC(=O)CCS(=O)(=O)c2ccc(Br)cc2)c(C)c1,4%,1%,1.9%,16%,12%,0.1%,12%,-1.9%,10%,
COC(=O)NCC(C)OC(=O)Nc1cccc(Cl)c1 (centres undefined),6%,5%,-1.3%,-7%,12%,0.3%,4%,5.1%,-17%,
CC(C)c1ccc(N(C(=O)c2ccco2)C(C(=O)NC2CCCC2)c2cccnc2)cc1 (centres undefined),-3%,-9%,0.0%,-6%,11%,-0.2%,5%,0.4%,0%,
Cc1ccc(C(=O)N/N=C\c2cccc(OC(=O)c3cccc(F)c3)c2)cn1,3%,-4%,1.2%,3%,10%,0.6%,2%,1.4%,-8%,
O=C(O)c1c2c(nc3ccccc13)/C(=C/c1ccc(O)cc1)CCC2,1%,-12%,6.1%,-5%,34%,-1.9%,47µM*,-0.5%,8%,
Cc1cccc(N(C)S(=O)(=O)c2ccc(-c3cnc(C4CC4)o3)cc2)c1,10%,-1%,0.7%,-29%,18%,0.3%,2%,7.1%,-8%,
C=CCn1c(SCC(=O)NCc2ccco2)nc2sc(C)c(C)c2c1=O,3%,-3%,/,/,9%,0.3%,5%,-0.2%,/,
CSc1ncc(C(=O)Nc2ccccc2F)c(-c2ccccc2)n1,6%,-3%,-1.9%,-1%,4%,0.2%,-5%,1.6%,-11%,
COc1cccc(NC(=O)CN(C)C(=O)CCCc2nc3ccccc3s2)c1,3%,11%,/,/,4%,1.4%[50 µM],6%,0.9%,/,
O=C(CN1CCN(c2ccccc2)CC1)Nc1nnc(-c2ccccc2)s1,-5%,5%,-2.5%,-12%,-1%,-0.5%,0%,0.5%,-17%,
COc1ccc(NS(=O)(=O)c2cc(NC(=O)CC(C)(C)C)ccc2N2CCCC2)cc1,/,-4%,/,/,/,-0.2%[50 µM],-2%,-1.7%,/,
CCNC(=O)n1nccc1C(C)Oc1ccc(Cl)cc1 (centres undefined),0%,0%,0.8%,1%,5%,3.3%,2%,5.2%,-12%,
CCC(C)Sc1nc2ccccc2c(=O)[nH]1 (centres undefined),4%,-5%,-0.3%,-6%,-2%,1.2%,11%,1.8%,-13%,
CC(=O)c1c(C)[nH]c(C(=O)OC(C)C(=O)Nc2ccc(C)c(S(=O)(=O)N3CCOCC3)c2)c1C (centres undefined),/,-1%,/,/,/,1.0%[50 µM],10%,1.7%,/,
COc1ccc(S(=O)(=O)N2CCCC2)cc1OC,-2%,-7%,-0.8%,8%,25%,-0.9%,11%,0.3%,10%,
COc1ccc(CC(=O)Nc2ccc(F)c(Cl)c2)cc1S(=O)(=O)N1CCOCC1,/,-12%,/,/,/,0.6%[50 µM],5%,4.9%,/,
CC1CCCCN1C(=O)Cn1cc(C(=O)c2ccco2)c2ccccc21 (centres undefined),11%,-9%,-2.7%,7%,6%,1.7%,13%,1.1%,11%,
COC(=O)c1ccc(COc2ccccc2/C=C(\C#N)C(=O)Nc2ccc(C)cc2)cc1,11%,-8%,0.7%,7%,3%,1.3%[50 µM],4%,2.5%,-6%,
CC1Cc2cc(S(=O)(=O)CCC(=O)NCc3ccco3)ccc2N1C(=O)C1CC1 (centres undefined),11%,3%,0.6%,-8%,26%,0.0%,11%,0.8%,-15%,
CC(C)=CCSc1nnc([C@@H](NC(=O)OC(C)(C)C)C(C)C)o1,-4%,-5%,1.4%,-1%,15%,-0.5%,-2%,1.8%,6%,Dengue-2 NS5 capping pilot replicate=-2.6
Cc1ccc(CCNC(=O)c2ccc(CS(=O)(=O)c3ccccc3C)o2)cc1,-4%,-3%,-1.5%,7%,6%,-0.3%,12%,3.6%,2%,
Cn1cccc1C1C(C#N)=C(N)OC2=C1C(=O)CC(C)(C)C2 (centres undefined),8%,0%,0.2%,5%,9%,0.0%,-1%,-0.1%,4%,
COc1ccccc1CC(=O)O/N=C(\N)c1cccc([N+](=O)[O-])c1,7%,5%,-3.8%,8%,2%,1.2%,3%,2.0%,8%,
S=C(NCC1CCCO1)N1CCc2ccccc2C1 (centres undefined),-1%,-2%,-0.5%,1%,-10%,0.9%[50 µM],0%,0.8%,-6%,
COC(=O)c1cc(NC(=O)C2CCCN(S(=O)(=O)c3c(C)n[nH]c3C)C2)cc(C(=O)OC)c1 (centres undefined),-4%,/,0.1%,3%,2%,/,/,1.9%,-2%,
CCN(CC)CCN1C(=O)C(=O)/C(=C(/O)c2ccc(OC(C)C)cc2)C1c1cccs1 (centres undefined),-3%,2%,-1.8%,-6%,5%,1.9%,10%,/,3%,
COc1ccccc1C(=O)NC(=O)COC(=O)CN1C(=O)NC(C)(C)C1=O,2%,-4%,/,/,6%,0.5%[50 µM],7%,-0.8%,/,
O=C(Nc1nnc(-c2ccncc2)s1)C1CCCO1 (centres undefined),16%,-1%,1.5%,0%,0%,0.7%,2%,1.3%,-15%,
O=[N+]([O-])c1ccccc1N/N=C/c1cc2ccccc2nc1Cl,-1%,-2%,-5.8%,8%,9%,-1.6%,4%,-0.8%,7%,
CCc1cccc(C)c1NC(=O)c1cc(C)oc1C,-8%,-2%,-1.2%,8%,12%,6.0%,3%,-0.7%,2%,
O=C(Nc1nc(-c2ccc(Cl)s2)cs1)c1ccccc1,-6%,2%,2.0%,3%,0%,4.0%,9%,19%,-10%,
O=[N+]([O-])c1cccc(/C=N/Nc2cc(Cl)nc(-c3ccccc3)n2)c1,26%,-5%,0.4%,-11%,4%,4.5%[50 µM],6%,3.4%,-2%,
Cc1ccccc1C(=O)Nc1ccnn1C1CCN(Cc2c(C)n(C)c3ccccc23)CC1,/,14%,0.4%,4%,/,-0.2%,3%,/,5%,
Cc1cc(N2CCOCC2)nc(-c2ccccc2O)n1,-3%,-4%,-1.4%,2%,13%,0.5%[50 µM],7%,11%,-6%,
O=C(O)CN1C(=O)NC2(CCc3ccccc32)C1=O (centres undefined),5%,-3%,-0.1%,-4%,7%,0.3%,3%,0.0%,-4%,
Cc1[nH]c2ccccc2c1C(=O)COC(=O)c1ccc([N+](=O)[O-])s1,30%,7%,-3.8%,-6%,-3%,1.2%,-2%,6.0%,9%,
O=C(NCc1ccc2c(c1)OCO2)C(=O)NCC1OCCN1S(=O)(=O)c1ccc(Cl)cc1 (centres undefined),-5%,6%,2.8%,0%,6%,0.4%,6%,7.0%,4%,

# 3 compounds drawn at random from the list so far:
SMILES,Salmonella PhoP GFP,Dengue-2 NS5 capping,HIV fusion peptide,GPR55 antagonists,Large T inhibition,UTI89 phage lysis,Rac1 GTP hydrolysis,RSV CPE inhibition,GPR35 arrestin U2OS,others
COc1ccccc1C(=O)NC(=O)COC(=O)CN1C(=O)NC(C)(C)C1=O,2%,-4%,/,/,6%,0.5%[50 µM],7%,-0.8%,/,
O=[N+]([O-])c1cccc(/C=N/Nc2cc(Cl)nc(-c3ccccc3)n2)c1,26%,-5%,0.4%,-11%,4%,4.5%[50 µM],6%,3.4%,-2%,
Cc1[nH]c2ccccc2c1C(=O)COC(=O)c1ccc([N+](=O)[O-])s1,30%,7%,-3.8%,-6%,-3%,1.2%,-2%,6.0%,9%,

# Next structures
SMILES,Salmonella PhoP GFP,Dengue-2 NS5 capping,HIV fusion peptide,GPR55 antagonists,Large T inhibition,UTI89 phage lysis,Rac1 GTP hydrolysis,RSV CPE inhibition,GPR35 arrestin U2OS,others
CC(=O)NC1(c2cccc(F)c2)CCN(C(=O)Nc2ccc(C#N)cc2)CC1,4%,-9%,-1.2%,11%,18%,1.8%,3%,1.1%,7%,
COC(=O)c1ccc(CNC(=O)c2ccc3c(c2)NC(=O)CS3)cc1,/,-5%,/,/,/,1.0%[50 µM],-1%,1.2%,/,
CCC(C)Sc1nc2c(cnn2-c2ccccc2)c(=O)[nH]1 (centres undefined),-9%,-2%,0.3%,-18%,14%,-0.9%,-2%,-0.2%,-11%,
COC(=O)c1ccc2c(c1)N(Cc1nc(-c3cccc(C)c3)oc1C)C(=O)C1CCCN21 (centres undefined),8%,/,-2.9%,-7%,6%,/,/,/,-12%,
Fc1cccc(NC(=S)NCc2ccc(Cl)cc2)c1,-5%,1%,-1.7%,5%,6%,9.6%,9%,1.6%,/,
O=C(NCCc1ccc(O)c(O)c1)C1COc2ccccc2O1 (centres undefined),3%,-9%,8.5%,-9%,29%,1.7%,11%,1.1%,-5%,
N/C(=N\OC(=O)Cc1cccs1)c1ccc(Br)cc1,-16%,1%,2.5%,2%,5%,0.2%,10%,2.5%,-5%,
CC(C)(C)c1nnc2sc(SC/C(O)=C(\C#N)c3nc4ccccc4[nH]3)nn2c1=O,-12%,-5%,-1.9%,6%,12%,-0.4%,1%,2.0%,2%,
C/C(=N/NC(=O)C1COc2ccccc2O1)c1ccc(Br)s1 (centres undefined),-6%,-2%,0.6%,-5%,8%,1.2%,11%,0.7%,-8%,
Cc1ccccc1N(C(=O)c1snc(C(N)=O)c1N)C(C)C(=O)NC1CCCCC1 (centres undefined),-2%,-7%,-0.1%,8%,3%,-0.2%,5%,3.8%,20%,
CCn1c(C)nc2cc(-c3nc4n(n3)Cc3ccccc3-4)ccc21,-1%,1%,1.3%,-10%,20%,-0.5%,11%,-0.2%,-1%,
COc1ccccc1NC(=O)c1ccc(CSc2ccccc2)o1,3%,-5%,2.0%,6%,16%,0.1%,-1%,14%,-5%,
